HRas wt GTP bind = human HRas wildtype GTP binding, change in either direction; GTP binding activity, % at 10 µM; P01112; AID 759; GST-Ras wt beads, Bodipy-FL-GTP binding, flow cytometry; actives lie on both sides; hit rate 0.14% among 190,000;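 active means GTP binding activity at least 20% away from the 100% baseline, either lowered as inhibitor or raised as activator; inconclusive means flagged as likely green fluorescent, judged across all proteins in the well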;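 further: 0% = unlabeled GTP competition control and 100% = no-compound control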
Target sequence (P01112 whole entry, looked up): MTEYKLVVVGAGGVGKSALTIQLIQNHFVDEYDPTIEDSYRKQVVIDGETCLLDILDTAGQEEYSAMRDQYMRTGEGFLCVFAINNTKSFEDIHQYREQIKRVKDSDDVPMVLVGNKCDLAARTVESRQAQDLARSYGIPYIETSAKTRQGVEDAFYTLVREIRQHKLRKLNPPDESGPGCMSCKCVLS
Rac1 act GTP bind = alters GTP binding to activated mutant human Rac1 | hit rate 0.11% among 190,000 | GST-Rac1 activated beads, fluorescent GTP binding, flow cytometry; actives lie on both sides; 100% means binding = to untreated wells | percent activity (GTP binding), % at 10 µM;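 active means GTP binding at least 20 percentage points away from the 100% baseline, in either direction, so actives lie on both sides; inconclusive means Compound likely fluorescent itself, or too few beads counted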
Rab7 wt modul = dog Rab7 wildtype GTP binding, inhibitors and activators. GST-Rab7 beads, fluorescent GTP binding, flow cytometry; actives lie on both sides; untreated = 100%, excess cold GTP = 0%. GTP binding activity (percent of control), % at 10 µM. hit rate 0.055% among 190,000. AID 758;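 active means fluorescent GTP binding to Rab7 beads changed by at least 20 points from the 100% baseline, either direction, mostly lower; inconclusive means compound itself probably fluorescent, or too few beads counted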;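 further: median green fluorescence of bound Bodipy-FL-GTP per Rab7 bead population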
Rac1 wt modul = modulators of human Rac1 wildtype GTP binding; P63000; GST-Rac1 beads, fluorescent GTP binding, flow cytometry; actives lie on both sides; 0 = cold GTP competed, 100 = untreated; GTP binding activity (% of control), % at 10 µM; hit rate 0.27% among 190,000; AID 757;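 active means GTP binding activity at least 20 points away from the 100% control level, either lower or higher; inconclusive means compound flagged as likely green fluorescent, judged across all proteins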
Bim-Bcl-XL = disrupts Bim peptide binding to human Bcl-XL; Q07817; hit rate 0.04% among 190,000; bead flow cytometry, fluorescence; inhibition, % at 10 µM; AID 1007
Bim-Bcl-B = human Bim-Bcl-B interaction inhibition. bead-based flow cytometry, Bim peptide-Bcl-B binding. Q9HD36. hit rate 0.073% among 190,000. inhibition, % at 10 µM;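 further: 0% = tracer peptide without compound and 100% = reference inhibitor peptide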
Target sequence (Q9HD36 whole entry, looked up): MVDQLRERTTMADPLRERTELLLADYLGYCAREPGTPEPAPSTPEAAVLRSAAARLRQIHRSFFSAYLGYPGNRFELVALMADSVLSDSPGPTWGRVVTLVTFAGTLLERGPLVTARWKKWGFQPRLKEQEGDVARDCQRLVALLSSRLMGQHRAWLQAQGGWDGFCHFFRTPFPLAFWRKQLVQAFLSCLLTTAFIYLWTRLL
Cdc42 wt GTP = human Cdc42 wildtype GTP binding change, either direction | GST-Cdc42 beads, Bodipy-GTP binding, flow cytometry; actives lie on both sides | percent activity (GTP binding), % at 10 µM | hit rate 0.2% among 190,000;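 active means percent activity GTP binding at least 20 points away from the 100% baseline, either down as inhibitor or up as activator; inconclusive means compound flagged as likely green fluorescent from well-wide comparison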;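 further: median bead fluorescence of bound Bodipy-FL-GTP at 100 nM; 0% = excess unlabeled GTP control and 100% = no compound control; below 100% means less GTP binding so inhibitor and above means activator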
Target sequence (P60953 whole entry, looked up): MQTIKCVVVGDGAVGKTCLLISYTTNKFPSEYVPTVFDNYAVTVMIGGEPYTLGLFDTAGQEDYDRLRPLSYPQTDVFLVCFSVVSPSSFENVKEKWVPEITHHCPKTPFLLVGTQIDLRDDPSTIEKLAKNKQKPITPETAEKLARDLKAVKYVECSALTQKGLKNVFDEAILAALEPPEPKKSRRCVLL
Bim-Bfl-1 = human Bim-Bfl-1 interaction inhibition; Bead-based flow cytometry, Bim-Bfl-1 binding inhibition; inhibition, % at 10 µM; hit rate 0.12% among 190,000; Q16548;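 further: 0% = wells without compound plus tracer and 100% = blocker peptide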
Rab2 wt GTP = changes GTP binding to wildtype dog Rab2A, up or down; P61105; GST-Rab2 wt beads, Bodipy-GTP binding, flow cytometry; GTP binding activity, % at 10 µM; hit rate 0.19% among 190,000; AID 760;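 active means GTP binding activity at least 20 points away from 100%, either lowered or raised; inconclusive means signal likely due to the compound's own green fluorescence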;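 further: 0% = beads with excess unlabeled GTP and 100% = no-compound control corrected for plate trend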
Bcl-2 Bim block = inhibitors of Bim-Bcl-2 interaction, human. P10415. Bead-based flow cytometry, Bim peptide-Bcl-2 binding. hit rate 0.06% among 190,000. inhibition, % at 10 µM; in the data active means inhibition above about 40%; inconclusive means no clear call, values can overlap the other calls;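 further: 0% = no compound wells with probe peptide and 100% = reference peptide inhibitor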
Target sequence (P10415 whole entry, looked up): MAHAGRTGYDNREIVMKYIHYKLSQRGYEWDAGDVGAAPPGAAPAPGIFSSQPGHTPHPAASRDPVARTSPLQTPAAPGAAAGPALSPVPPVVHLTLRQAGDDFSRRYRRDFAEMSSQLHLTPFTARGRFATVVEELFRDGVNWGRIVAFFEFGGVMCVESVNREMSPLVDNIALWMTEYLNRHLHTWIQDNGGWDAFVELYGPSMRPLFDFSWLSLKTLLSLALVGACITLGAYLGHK
Bcl-W Bim block = human Bim-Bcl-W interaction inhibition | Q92843 | bead-based flow cytometry, Bim peptide-Bcl-W binding | inhibition, % at 10 µM | hit rate 0.02% among 190,000;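 further: 0% = bound tracer without compound and 100% = peptide blocker; higher means less fluorescent Bim peptide bound to Bcl-W beads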
Target sequence (Q92843 whole entry, looked up): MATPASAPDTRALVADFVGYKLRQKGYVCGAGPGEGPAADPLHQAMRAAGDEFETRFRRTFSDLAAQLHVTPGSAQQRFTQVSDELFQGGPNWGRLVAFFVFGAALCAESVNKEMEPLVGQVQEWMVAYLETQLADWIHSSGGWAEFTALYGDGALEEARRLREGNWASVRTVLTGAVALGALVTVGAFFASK
Numbers without * were called inactive. Unless noted, no stated cut-off is given here; in the data, active means inhibition above about 40%. Compounds were not picked by outcome, and some 0.62% of all compounds hit somewhere here.

For CCOC(=O)CN(C(=O)CSc1nnc2c(n1)[nH]c1ccccc12)c1ccccc1 the results were HRas wt GTP bind 89, Rac1 act GTP bind 93, Rab7 wt modul 94, Rac1 wt modul 88, Bim-Bcl-XL 3, Bim-Bcl-B 7, Cdc42 wt GTP 82, Bim-Bfl-1 0, Rab2 wt GTP 88, Bcl-2 Bim block 1 and Bcl-W Bim block 3.
Screening CCOC(=O)CSc1nc(C)cc(=O)[nH]1 returned HRas wt GTP bind 103, Rac1 act GTP bind 100, Rab7 wt modul 103, Rac1 wt modul 102, Bim-Bcl-XL -3, Bim-Bcl-B -2, Cdc42 wt GTP 103, Bim-Bfl-1 0, Rab2 wt GTP 101, Bcl-2 Bim block -2 and Bcl-W Bim block -6.
For O=c1c2cc(NC(=S)NCCN3CCCCCC3)ccc2nc2n1CCCCC2 the results were HRas wt GTP bind 96, Rac1 act GTP bind 96, Rab7 wt modul 97, Rac1 wt modul 96, Bim-Bcl-XL -5, Bim-Bcl-B -7, Cdc42 wt GTP 97, Bim-Bfl-1 -3, Rab2 wt GTP 95, Bcl-2 Bim block -2 and Bcl-W Bim block -3.
`O=C1NC2(CCOc3ccccc32)C(=O)N1CC(=O)N(Cc1ccccc1)C1CCS(=O)(=O)C1` (stereo not given) gave HRas wt GTP bind 103, Rac1 act GTP bind 99, Rab7 wt modul 104, Rac1 wt modul 104, Bim-Bcl-XL 0, Bim-Bcl-B -3, Cdc42 wt GTP 104, Bim-Bfl-1 -4, Rab2 wt GTP 103, Bcl-2 Bim block 0 and Bcl-W Bim block -1.
COc1ccc(C(=O)CCC(C)(C)[N+](=O)[O-])cc1 was read as HRas wt GTP bind 95, Rac1 act GTP bind 97, Rab7 wt modul 100, Rac1 wt modul 99, Bim-Bcl-XL 0, Bim-Bcl-B 0, Cdc42 wt GTP 97, Bim-Bfl-1 -6, Rab2 wt GTP 96, Bcl-2 Bim block -6 and Bcl-W Bim block 0.
`CC(C)Oc1ccc(Nc2ncnc3ccccc23)cc1` gave HRas wt GTP bind 99, Rac1 act GTP bind 96, Rab7 wt modul 97, Rac1 wt modul 103, Bim-Bcl-XL 0, Bim-Bcl-B 0, Cdc42 wt GTP 104, Bim-Bfl-1 2, Rab2 wt GTP 94, Bcl-2 Bim block 0 and Bcl-W Bim block -1.
FC(F)(F)c1cc(-c2ccco2)nc(N2CCN(Cc3ccccc3)CC2)n1 was read as HRas wt GTP bind 103, Rac1 act GTP bind 98, Rab7 wt modul 101, Rac1 wt modul 104, Bim-Bcl-XL 1, Bim-Bcl-B -6, Cdc42 wt GTP 102, Bim-Bfl-1 -10, Rab2 wt GTP 98, Bcl-2 Bim block -5 and Bcl-W Bim block 7.
For O=C(O)CSC1=NC(=Nc2ccc(Cl)cc2)C2(CCCCC2)N1c1cccc(C(=O)O)c1 the results were HRas wt GTP bind 100, Rac1 act GTP bind 100, Rab7 wt modul 97, Rac1 wt modul 98, Bim-Bcl-XL -8, Bim-Bcl-B -9, Cdc42 wt GTP 98, Bim-Bfl-1 -15, Rab2 wt GTP 98, Bcl-2 Bim block -8 and Bcl-W Bim block -6.
Screening Cc1ccccc1-n1ncc2c(SCC(=O)N3c4ccccc4CC3C)ncnc21 (stereo not given) returned HRas wt GTP bind 99, Rac1 act GTP bind 98, Rab7 wt modul 97, Rac1 wt modul 98, Bim-Bcl-XL 1, Bim-Bcl-B -4, Cdc42 wt GTP 100, Bim-Bfl-1 0, Rab2 wt GTP 102, Bcl-2 Bim block -2 and Bcl-W Bim block -3.
Cc1ccc(CN2CCN(Cc3cccn3-c3ccccn3)CC2CCO)cc1 (stereo not given) was read as HRas wt GTP bind 98, Rac1 act GTP bind 99, Rab7 wt modul 98, Rac1 wt modul 97, Bim-Bcl-XL -3, Bim-Bcl-B -5, Cdc42 wt GTP 99, Bim-Bfl-1 -7, Rab2 wt GTP 100, Bcl-2 Bim block -2 and Bcl-W Bim block -3.
Screening O=c1c(-c2ccc3c(c2)OCCO3)coc2cc(O)cc(O)c12 returned HRas wt GTP bind 100, Rac1 act GTP bind 95, Rab7 wt modul 102, Rac1 wt modul 101, Bim-Bcl-XL 3, Bim-Bcl-B 0, Cdc42 wt GTP 99, Bim-Bfl-1 -9, Rab2 wt GTP 99, Bcl-2 Bim block -3 and Bcl-W Bim block 4.
For Cc1ccc(S(=O)(=O)N2CCC(=O)N(C(CO)C(C)C)CC2)cc1 (stereo not given) the results were HRas wt GTP bind 104, Rac1 act GTP bind 101, Rab7 wt modul 102, Rac1 wt modul 107, Bim-Bcl-XL -4, Bim-Bcl-B -1, Cdc42 wt GTP 104, Bim-Bfl-1 0, Rab2 wt GTP 103, Bcl-2 Bim block -2 and Bcl-W Bim block 0.
COc1ccc(NC(=O)COC(=O)[C@@H]2CCCN2S(=O)(=O)c2ccccc2F)c(OC)c1 was read as HRas wt GTP bind 95, Rac1 act GTP bind 96, Rab7 wt modul 96, Rac1 wt modul 98, Bim-Bcl-XL -1, Bim-Bcl-B 0, Cdc42 wt GTP 97, Bim-Bfl-1 3, Rab2 wt GTP 98, Bcl-2 Bim block -1 and Bcl-W Bim block 1.
Screening COc1ccc(C(=O)NCc2nnc(SCC(=O)c3ccccc3)n2C)cc1 returned HRas wt GTP bind 96, Rac1 act GTP bind 96, Rab7 wt modul 106, Rac1 wt modul 97, Bim-Bcl-XL 0, Bim-Bcl-B -2, Cdc42 wt GTP 102, Bim-Bfl-1 -4, Rab2 wt GTP 100, Bcl-2 Bim block 0 and Bcl-W Bim block -3.
O=C(CSc1ccc(-c2ccco2)nn1)NCc1ccc2c(c1)OCO2 was read as HRas wt GTP bind 98, Rac1 act GTP bind 96, Rab7 wt modul 94, Rac1 wt modul 104, Bim-Bcl-XL 0, Bim-Bcl-B 0, Cdc42 wt GTP 97, Bim-Bfl-1 2, Rab2 wt GTP 96, Bcl-2 Bim block 4 and Bcl-W Bim block 5.
COc1ccc(NC(=O)C2CCN(c3cc(-c4ccccc4)nc4ncnn34)CC2)cc1OC was read as HRas wt GTP bind 98, Rac1 act GTP bind 96, Rab7 wt modul 95, Rac1 wt modul 99, Bim-Bcl-XL -10, Bim-Bcl-B -10, Cdc42 wt GTP 96, Bim-Bfl-1 -12, Rab2 wt GTP 95, Bcl-2 Bim block -8 and Bcl-W Bim block 0.
Screening Cc1ccc2nc(SCc3cn4c(C)cc(C)nc4n3)[nH]c2c1 returned HRas wt GTP bind 98, Rac1 act GTP bind 100, Rab7 wt modul 98, Rac1 wt modul 100, Bim-Bcl-XL -7, Bim-Bcl-B -7, Cdc42 wt GTP 103, Bim-Bfl-1 -12, Rab2 wt GTP 98, Bcl-2 Bim block -6 and Bcl-W Bim block -3.
CCC(=O)Nc1nc2nc(C)cc(=O)n2[nH]1 was read as HRas wt GTP bind 93, Rac1 act GTP bind 93, Rab7 wt modul 95, Rac1 wt modul 95, Bim-Bcl-XL 7, Bim-Bcl-B 2, Cdc42 wt GTP 94, Bim-Bfl-1 4, Rab2 wt GTP 93, Bcl-2 Bim block 3 and Bcl-W Bim block 0.
Screening O=C(CSCc1ccccc1)N1CCN(c2cccc(C(F)(F)F)c2)CC1 returned HRas wt GTP bind 101, Rac1 act GTP bind 99, Rab7 wt modul 104, Rac1 wt modul 105, Bim-Bcl-XL -3, Bim-Bcl-B -10, Cdc42 wt GTP 101, Bim-Bfl-1 -13, Rab2 wt GTP 101, Bcl-2 Bim block -14 and Bcl-W Bim block 0.
`O=C(NCc1ccco1)C1CCCN(S(=O)(=O)c2ccccc2)C1` (stereo not given) gave HRas wt GTP bind 108, Rac1 act GTP bind 102, Rab7 wt modul 104, Rac1 wt modul 110, Bim-Bcl-XL 2, Bim-Bcl-B 6, Cdc42 wt GTP 108, Bim-Bfl-1 2, Rab2 wt GTP 107, Bcl-2 Bim block 6 and Bcl-W Bim block 3.
`COc1cc(C(=O)N/N=C\c2ccccc2)c([N+](=O)[O-])c(OC)c1OC` gave HRas wt GTP bind 101, Rac1 act GTP bind 99, Rab7 wt modul 93, Rac1 wt modul 104, Bim-Bcl-XL -2, Bim-Bcl-B 0, Cdc42 wt GTP 101, Bim-Bfl-1 -3, Rab2 wt GTP 99, Bcl-2 Bim block -22 and Bcl-W Bim block 0.
COc1ccc(NC(=O)/C(C#N)=C\c2cc(C)n(-c3ccc4c(c3)OCO4)c2C)cc1 was read as HRas wt GTP bind 95, Rac1 act GTP bind 96, Rab7 wt modul 96, Rac1 wt modul 97, Bim-Bcl-XL -1, Bim-Bcl-B -3, Cdc42 wt GTP 96, Bim-Bfl-1 3, Rab2 wt GTP 92, Bcl-2 Bim block 4 and Bcl-W Bim block 0.
`CCN(CC)C(=O)c1c(NC(=O)c2ccccc2)sc(C)c1C` gave HRas wt GTP bind 102, Rac1 act GTP bind 101, Rab7 wt modul 102, Rac1 wt modul 104, Bim-Bcl-XL -2, Bim-Bcl-B -6, Cdc42 wt GTP 101, Bim-Bfl-1 -9, Rab2 wt GTP 101, Bcl-2 Bim block -5 and Bcl-W Bim block 2.
CCOC(=O)C1CCN(C(=O)COc2ccc(Br)cc2)CC1 was read as HRas wt GTP bind 99, Rac1 act GTP bind 99, Rab7 wt modul 98, Rac1 wt modul 101, Bim-Bcl-XL -8, Bim-Bcl-B -6, Cdc42 wt GTP 101, Bim-Bfl-1 -9, Rab2 wt GTP 98, Bcl-2 Bim block -11 and Bcl-W Bim block 3.
Screening N#C/C(=C/c1ccccc1[N+](=O)[O-])c1nc(C2CC2)cs1 returned HRas wt GTP bind inconclusive, Rac1 act GTP bind inconclusive, Rab7 wt modul inconclusive, Rac1 wt modul inconclusive, Bim-Bcl-XL -6, Bim-Bcl-B -5, Cdc42 wt GTP inconclusive, Bim-Bfl-1 0, Rab2 wt GTP inconclusive, Bcl-2 Bim block -1 and Bcl-W Bim block -4.

Compounds listed so far containing a cyano group (two):
COc1ccc(NC(=O)/C(C#N)=C\c2cc(C)n(-c3ccc4c(c3)OCO4)c2C)cc1 was read as HRas wt GTP bind 95, Rac1 act GTP bind 96, Rab7 wt modul 96, Rac1 wt modul 97, Bim-Bcl-XL -1, Bim-Bcl-B -3, Cdc42 wt GTP 96, Bim-Bfl-1 3, Rab2 wt GTP 92, Bcl-2 Bim block 4 and Bcl-W Bim block 0.
Screening N#C/C(=C/c1ccccc1[N+](=O)[O-])c1nc(C2CC2)cs1 returned HRas wt GTP bind inconclusive, Rac1 act GTP bind inconclusive, Rab7 wt modul inconclusive, Rac1 wt modul inconclusive, Bim-Bcl-XL -6, Bim-Bcl-B -5, Cdc42 wt GTP inconclusive, Bim-Bfl-1 0, Rab2 wt GTP inconclusive, Bcl-2 Bim block -1 and Bcl-W Bim block -4.

Compound activity: PubChem, NMMLSC
